DT40 TDP1 no CPT = qHTS for Inhibitors of human tyrosyl-DNA phosphodiesterase 1 (TDP1): qHTS in cells in absence of CPT; 420,000 tested, 15% active; DT40 Tdp1-/- hTDP1 cells, no CPT, ATP luminescence, 48 h; Potency, µM (titrated, usually from 46.2 µM), without a hit: at the top dose activity change, negative = growth inhibition, usual class: inhibitors; AID 686978, 2013; also: nearly all actives have a fitted effect of over 55% in size
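No-CPT arm: Tdp1-/-;hTDP1 DT40 cells (400/well) plus compounds, incubated ≥48 hr at 37 °C. Readout CellTiter-Glo luminescence.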
TDP1 block = blocks human tyrosyl-DNA phosphodiesterase 1; recombinant TDP1, AlphaScreen DNA substrate cleavage; Potency, µM (series often up to 130 µM), without a hit: at the highest dose activity change, negative = inhibition, usual class: inhibitors; 350,000 tested, 0.28% active; also: nearly all actives have a fitted effect of over 40% in size
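Steps: enzyme plus compound, 15 min RT; add biotin/phosphotyrosine-FITC oligonucleotide (15 nM final), react 5 min; add donor/acceptor beads (10 ug/ml final), 10 min; read AlphaScreen. Tdp1 at 1 nM final.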
KAT2A inh = inhibitors of human GCN5L2 histone acetyltransferase; Q92830; GCN5L2 HAT assay, ThioGlo1 CoA-SH fluorescence; Potency, µM (top dose mostly 58.9 µM), for inactives: at the top dose activity change, negative = inhibition, hits mostly inhibitors; 390,000 tested, 0.21% active
Target sequence (Q92830 whole entry, looked up): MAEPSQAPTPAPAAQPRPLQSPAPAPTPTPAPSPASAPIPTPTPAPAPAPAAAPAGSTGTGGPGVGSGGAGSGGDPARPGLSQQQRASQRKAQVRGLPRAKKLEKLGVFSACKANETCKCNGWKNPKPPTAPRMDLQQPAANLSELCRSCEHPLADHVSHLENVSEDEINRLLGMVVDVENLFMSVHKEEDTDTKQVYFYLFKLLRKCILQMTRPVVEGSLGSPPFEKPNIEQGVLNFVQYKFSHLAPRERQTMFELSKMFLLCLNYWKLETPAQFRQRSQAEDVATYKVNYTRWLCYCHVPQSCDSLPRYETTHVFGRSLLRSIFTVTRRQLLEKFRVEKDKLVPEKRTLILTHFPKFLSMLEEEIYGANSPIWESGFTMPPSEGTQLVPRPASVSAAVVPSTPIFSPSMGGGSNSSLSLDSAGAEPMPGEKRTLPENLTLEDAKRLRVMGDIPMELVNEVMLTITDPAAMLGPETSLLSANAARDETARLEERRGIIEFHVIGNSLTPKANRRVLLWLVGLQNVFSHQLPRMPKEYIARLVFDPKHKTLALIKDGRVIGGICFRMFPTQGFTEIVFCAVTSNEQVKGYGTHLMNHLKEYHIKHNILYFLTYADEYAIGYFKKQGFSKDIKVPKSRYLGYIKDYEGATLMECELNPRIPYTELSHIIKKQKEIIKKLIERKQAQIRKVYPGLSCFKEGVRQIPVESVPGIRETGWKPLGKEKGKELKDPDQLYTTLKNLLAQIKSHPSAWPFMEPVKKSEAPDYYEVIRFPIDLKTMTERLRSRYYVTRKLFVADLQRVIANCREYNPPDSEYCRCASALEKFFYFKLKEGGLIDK
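Titration-based screen in which CoA formation is detected via maleimide probe ThioGlo1 (50uM) turning fluorescent on thiol reaction; substrates H3(1-25) 75uM and acetyl-CoA 70uM, GCN5L2 20nM, 20 min incubation at room temperature.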
* = called active by the depositor. Calls follow the shape of the dose curve; as a rule, active = well fitted curve in the direction sought with a large enough effect; inconclusive = small, poorly fitted or top-dose-only effect, or another doubt; inactive = no such curve, though single readings can be large; an effect the other way counts as inactive or inconclusive. % is scaled to controls: 0 for no effect and ±100 for the full control effect; potency is read from the fitted curve at half-maximal effect. These rows are one share of the data; rates above refer to the full screens.

How did COc1ccc(-c2cc3ncc(C(=O)c4cc([N+](=O)[O-])ccc4O)cn3n2)cc1 do in these assays?
DT40 TDP1 no CPT: inconclusive; TDP1 block: 8%; KAT2A inh: inconclusive

How did O=C(N/N=C/c1cn(-c2ccccc2)nc1-c1cccnc1)c1ccc(F)cc1 do in these assays?
DT40 TDP1 no CPT: inconclusive; TDP1 block: -2%; KAT2A inh: 0%

How did CCn1cc(C(=O)N2CCN(c3ccc(F)cc3)CC2)c2cc(OC)c(OC)cc2c1=O do in these assays?
DT40 TDP1 no CPT: -19%; TDP1 block: 6%; KAT2A inh: -1%

Results for CCCNC(=O)CN(C)S(=O)(=O)c1c(C)cc(C)cc1C ?
DT40 TDP1 no CPT: -18%; TDP1 block: 0%; KAT2A inh: -2%

Results for CN(CC(=O)NCc1ccco1)CC(=O)Nc1ccc(F)c(F)c1F ?
DT40 TDP1 no CPT: inconclusive; TDP1 block: 0%; KAT2A inh: 1%

Results for CCC(=O)Nc1cccc(C(=O)/C=C/c2ccc(F)cc2)c1 ?
DT40 TDP1 no CPT: 2.6µM*; TDP1 block: 3%; KAT2A inh: -1%

How did O=C(CSc1nccn1Cc1ccco1)Nc1cc(C(F)(F)F)ccc1Cl do in these assays?
DT40 TDP1 no CPT: inconclusive; TDP1 block: 8%; KAT2A inh: -1%

How did Cc1cccc2cc(C(c3nnnn3CC3CCCO3)N3CCOCC3)c(=O)[nH]c12 (centres undefined) do in these assays?
DT40 TDP1 no CPT: -4%; TDP1 block: 4%; KAT2A inh: -1%

What do the screens show for `c1ccc2sc(NC3=NCN(CC4CCCO4)CN3)nc2c1` (centres undefined)?
DT40 TDP1 no CPT: 8%; TDP1 block: -4%; KAT2A inh: 0%

How did CC(/C=N\NC(=O)c1ccc(C)nc1)=C\c1ccccc1 do in these assays?
DT40 TDP1 no CPT: -14%; TDP1 block: 3%; KAT2A inh: -4%

What do the screens show for `COc1ccc(C(=O)NCCCNC(=O)c2cc3ccccc3[nH]2)cc1OC`?
DT40 TDP1 no CPT: inconclusive; KAT2A inh: -13%

How did COC(=O)CCCC(=O)N1CCCC(CCC(=O)NCc2ccc(F)c(F)c2)C1 (centres undefined) do in these assays?
DT40 TDP1 no CPT: -5%; TDP1 block: -3%; KAT2A inh: -3%

How did Cc1cccc(C(=O)NCc2nnc(SCC(=O)NC3=NCCS3)n2C)c1 do in these assays?
DT40 TDP1 no CPT: 16µM*; TDP1 block: 0%; KAT2A inh: -3%

How did Cc1sc2ncnc(N3CCC(C(=O)Nc4ccc(F)cc4Cl)CC3)c2c1C do in these assays?
DT40 TDP1 no CPT: 23µM*; TDP1 block: 1%; KAT2A inh: -4%

Results for NC(=O)c1ccccc1N/C=C/C(=O)c1ccco1 ?
DT40 TDP1 no CPT: -1%; TDP1 block: -9%; KAT2A inh: -5%

What do the screens show for `COc1ccc(C(=O)/C=C2/C(=O)Nc3ccccc32)cc1OC`?
DT40 TDP1 no CPT: 4.1µM*; KAT2A inh: -5%

How did Cc1ccc(C(=O)Nn2cnc3scc(-c4cccs4)c3c2=O)c(O)c1 do in these assays?
DT40 TDP1 no CPT: 7%; TDP1 block: -8%; KAT2A inh: 1%

Results for COc1ccc(N2CCN(CC(=O)NC(=O)NC(C)(C)C)CC2)cc1 ?
DT40 TDP1 no CPT: 0%; TDP1 block: 6%; KAT2A inh: -9%

How did CCOc1ccc(OCCC(=O)NNC(=O)c2ccncc2)cc1 do in these assays?
DT40 TDP1 no CPT: 0%; KAT2A inh: -3%

Results for CCOc1ccc(S(=O)(=O)N2CCN(C(=S)NCc3ccccc3)CC2)cc1 ?
DT40 TDP1 no CPT: inconclusive; TDP1 block: 6%; KAT2A inh: -4%

How did O=C(CNc1ccccc1F)Nc1cccc(S(=O)(=O)N2CCCCC2)c1 do in these assays?
DT40 TDP1 no CPT: -21%; TDP1 block: 5%; KAT2A inh: -10%

What do the screens show for `COc1ccc(-n2c(COc3ccccc3)n[nH]c2=S)cc1`?
DT40 TDP1 no CPT: -2%; KAT2A inh: -8%

How did O=C(CSc1nnc2scc(-c3ccc(Cl)cc3)n12)NCc1ccco1 do in these assays?
DT40 TDP1 no CPT: 0%; TDP1 block: 0%; KAT2A inh: -3%

What do the screens show for `C=CCSc1nc(N)c(C#N)c(-c2ccccc2)c1C#N`?
DT40 TDP1 no CPT: inconclusive; TDP1 block: -4%; KAT2A inh: -2%

An excerpt from above in order of number of heavy atoms, ascending.
What do the screens show for `COc1ccc(-n2c(COc3ccccc3)n[nH]c2=S)cc1`?
DT40 TDP1 no CPT: -2%; KAT2A inh: -8%

How did CCOc1ccc(OCCC(=O)NNC(=O)c2ccncc2)cc1 do in these assays?
DT40 TDP1 no CPT: 0%; KAT2A inh: -3%

How did Cc1ccc(C(=O)Nn2cnc3scc(-c4cccs4)c3c2=O)c(O)c1 do in these assays?
DT40 TDP1 no CPT: 7%; TDP1 block: -8%; KAT2A inh: 1%

(cont.)
What do the screens show for `C[C@@]12C(=O)N(c3ccccc3)C(=O)N1[C@@H]1c3ccccc3OC[C@@H]1[C@H]2c1ccccc1`?
DT40 TDP1 no CPT: inconclusive; TDP1 block: 0%; KAT2A inh: -4%

Results for Cc1ccc(NC(=O)COc2ncnc3sccc23)cc1S(=O)(=O)N(C)C ?
DT40 TDP1 no CPT: -11%; TDP1 block: 3%; KAT2A inh: -9%

Results for COc1ccc(CN(C#N)c2nc(C)cc(C)n2)cc1 ?
DT40 TDP1 no CPT: -29%; KAT2A inh: -3%

What do the screens show for `O=c1[nH]c(C2CCCN(S(=O)(=O)c3cccc(F)c3)C2)nc2c1nnn2Cc1ccccc1` (centres undefined)?
DT40 TDP1 no CPT: inconclusive; TDP1 block: 0%; KAT2A inh: -6%

What do the screens show for `CCCCN(c1ccccc1)c1ncnc(N)c1[N+](=O)[O-]`?
DT40 TDP1 no CPT: -27%; TDP1 block: 3%; KAT2A inh: 1%

Results for CC(C)c1c(C(=O)N/N=C/c2cccc(OCc3ccc(F)cc3)c2)nnn1-c1nonc1N ?
DT40 TDP1 no CPT: 16µM*; TDP1 block: 4%; KAT2A inh: -8%

Results for CCOc1ccc(CN2C(=O)c3ccccc3C2=O)cc1C(=O)Nc1nnc(SCC)s1 ?
DT40 TDP1 no CPT: inconclusive; TDP1 block: -3%; KAT2A inh: -2%

How did Cc1ccc(-c2nnc(C)c(N3CCOCC3)n2)cc1 do in these assays?
DT40 TDP1 no CPT: inconclusive; TDP1 block: 2%; KAT2A inh: -3%

What do the screens show for `CCOC(=O)c1ccc(CNC(=O)CSc2nnc(-c3ccncc3)o2)cc1`?
DT40 TDP1 no CPT: -3%; TDP1 block: 8%; KAT2A inh: -2%

What do the screens show for `O=C(NCc1ccccc1)c1ccc(CNc2c(N3CCCC3)c(=O)c2=O)cc1`?
DT40 TDP1 no CPT: 7%; TDP1 block: -1%; KAT2A inh: -2%

How did COc1cc(/C=N/NC(=S)NCc2ccccc2)ccc1OCC#N do in these assays?
DT40 TDP1 no CPT: 23µM*; TDP1 block: 0%; KAT2A inh: -4%

What do the screens show for `CC(C)C(C(=O)NCC1CCCO1)N(Cc1ccco1)C(=O)CNS(=O)(=O)c1ccccc1` (centres undefined)?
DT40 TDP1 no CPT: -15%; TDP1 block: 3%; KAT2A inh: 0%

Among those listed so far, five have a furan ring, fused or not:
Results for CN(CC(=O)NCc1ccco1)CC(=O)Nc1ccc(F)c(F)c1F ?
DT40 TDP1 no CPT: inconclusive; TDP1 block: 0%; KAT2A inh: 1%

How did O=C(CSc1nccn1Cc1ccco1)Nc1cc(C(F)(F)F)ccc1Cl do in these assays?
DT40 TDP1 no CPT: inconclusive; TDP1 block: 8%; KAT2A inh: -1%

Results for NC(=O)c1ccccc1N/C=C/C(=O)c1ccco1 ?
DT40 TDP1 no CPT: -1%; TDP1 block: -9%; KAT2A inh: -5%

How did O=C(CSc1nnc2scc(-c3ccc(Cl)cc3)n12)NCc1ccco1 do in these assays?
DT40 TDP1 no CPT: 0%; TDP1 block: 0%; KAT2A inh: -3%

What do the screens show for `CC(C)C(C(=O)NCC1CCCO1)N(Cc1ccco1)C(=O)CNS(=O)(=O)c1ccccc1` (centres undefined)?
DT40 TDP1 no CPT: -15%; TDP1 block: 3%; KAT2A inh: 0%

Further compounds follow.
What do the screens show for `C#CCOCCOCCOCCNc1nc(N2CCN(C(=O)CCCCCCCCCCNC(=O)[C@H](CCCCN)n3cc(C)nn3)CC2)nc(N2CCN(C(=O)CCCCCCCCCCNC(=O)[C@@H]([C@H](C)CC)n3cc(CCCCCN)nn3)CC2)n1`?
TDP1 block: 16%; KAT2A inh: -14%

How did O=C(/C=C/c1ccccc1)NNC(=O)c1cccs1 do in these assays?
DT40 TDP1 no CPT: -1%; TDP1 block: 8%; KAT2A inh: -6%

Results for CCc1ccccc1NC(=O)CN(C)C(=O)COC(=O)c1c(Cl)cccc1Cl ?
DT40 TDP1 no CPT: inconclusive; TDP1 block: -4%; KAT2A inh: 2%

Results for CC[C@H](C)[C@H](NC(=O)[C@H](CCC(=O)O)NC(=O)[C@H](CO)NC(=O)[C@@H](NC(=O)[C@@H](N)CO)C(C)C)C(=O)N[C@@H](CCC(N)=O)C(=O)N[C@@H](CC(C)C)C(=O)N[C@@H](CCSC)C(=O)N[C@@H](Cc1cnc[nH]1)C(=O)N[C@@H](CC(N)=O)C(=O)N[C@@H](CC(C)C)C(=O)NCC(=O)N[C@@H](CCCCN)C(=O)N[C@@H](Cc1cnc[nH]1)C(=O)N[C@@H](CC(C)C)C(=O)N[C@@H](CC(N)=O)C(=O)N[C@@H](CO)C(=O)N[C@@H](CCSC)C(=O)N[C@@H](CCC(=O)O)C(=O)N[C@@H](CCCNC(=N)N)C(=O)N[C@H](C(=O)N[C@@H](CCC(=O)O)C(=O)N[C@@H](Cc1c[nH]c2ccccc12)C(=O)N[C@@H](CC(C)C)C(=O)N[C@@H](CCCNC(=N)N)C(=O)N[C@@H](CCCCN)C(=O)N[C@@H](CCCCN)C(=O)N[C@@H](CC(C)C)C(=O)N[C@@H](CCC(N)=O)C(=O)N[C@@H](CC(=O)O)C(=O)N[C@H](C(=O)N[C@@H](Cc1cnc[nH]1)C(=O)N[C@@H](CC(N)=O)C(=O)N[C@@H](Cc1ccccc1)C(=O)N[C@H](C(=O)N[C@@H](C)C(=O)N[C@@H](CC(C)C)C(=O)NCC(=O)O)C(C)C)C(C)C)C(C)C ?
TDP1 block: 20%; KAT2A inh: -21%

What do the screens show for `Cc1ccc(CSC(Nc2ccc(F)cc2)=C(C#N)C#N)cc1`?
DT40 TDP1 no CPT: 3.3µM*; TDP1 block: 8%; KAT2A inh: -11%

What do the screens show for `CC(C)Oc1ccccc1C1CC(=O)Nc2c1c(=O)n(C)c(=O)n2C` (centres undefined)?
TDP1 block: 0%; KAT2A inh: 2%

How did O=Nc1c(O)n(Cc2ccc(Cl)c(Cl)c2)c2ccccc12 do in these assays?
DT40 TDP1 no CPT: inconclusive; TDP1 block: 8%; KAT2A inh: inconclusive

What do the screens show for `Fc1ccc2[nH]c3c(N4CCc5ccccc5C4)ncnc3c2c1`?
DT40 TDP1 no CPT: 1.8µM*; TDP1 block: -11%; KAT2A inh: -10%

What do the screens show for `COc1ccc(C(C)C)cc1S(=O)(=O)NCCCn1ccnc1`?
DT40 TDP1 no CPT: -2%; KAT2A inh: -14%

How did CCCN(CCC)C(=O)C1CCCN(c2ncnc3c2nc2n3CCCCC2)C1 (centres undefined) do in these assays?
DT40 TDP1 no CPT: 21µM*; TDP1 block: 1%; KAT2A inh: -4%

Results for COc1cc(-c2cc(OC)c3c(C)oc(C)c3c(=O)c2)ccc1OC(=O)c1cccc(C)c1 ?
DT40 TDP1 no CPT: 13µM*; TDP1 block: 5%; KAT2A inh: -2%

Results for O=C(COc1ccc2ccccc2c1Br)Nc1cccnc1 ?
DT40 TDP1 no CPT: inconclusive; TDP1 block: -9%; KAT2A inh: -14%

What do the screens show for `CC(=O)c1ccc(NC(=O)CN2CCN(CC(=O)Nc3ccc(C(C)=O)cc3)CC2)cc1`?
DT40 TDP1 no CPT: 12%; KAT2A inh: 0%

How did Cc1noc(-c2ccccc2)c1NC(=O)Nc1ccccc1 do in these assays?
DT40 TDP1 no CPT: inconclusive; TDP1 block: 0%; KAT2A inh: -6%

What do the screens show for `CCN(CC(=O)Nc1ccc(N2CCOCC2)cc1)C(=O)COc1ccccc1OC`?
DT40 TDP1 no CPT: -2%; TDP1 block: -3%; KAT2A inh: -2%

What do the screens show for `CC(=O)c1cccc(NC(=O)CSc2n[nH]c(=O)n2C2CC2)c1`?
DT40 TDP1 no CPT: inconclusive; TDP1 block: 0%; KAT2A inh: -2%

What do the screens show for `CC1CCc2nn(CC(=O)NCc3ccc(F)cc3)cc2C1` (centres undefined)?
DT40 TDP1 no CPT: inconclusive; TDP1 block: 3%; KAT2A inh: 2%

How did O=C(O)Cc1ccc(C(=O)c2ccc(F)cc2)s1 do in these assays?
DT40 TDP1 no CPT: -7%; TDP1 block: 0%; KAT2A inh: -6%

Assay outcomes as filed in PubChem BioAssay.
